STK33 kinase inh: blocks human STK33 kinase activity | Q9BYT3 | purified STK33, MBP phosphorylation, ADP-Glo luminescence | 0.073% of 320,000 active | inhibition, % at 10 µM;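 active = inhibition at or above 25%, using the most active replicate where run in duplicate; inactive = inhibition below 25%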
Target sequence (Q9BYT3 whole entry, looked up): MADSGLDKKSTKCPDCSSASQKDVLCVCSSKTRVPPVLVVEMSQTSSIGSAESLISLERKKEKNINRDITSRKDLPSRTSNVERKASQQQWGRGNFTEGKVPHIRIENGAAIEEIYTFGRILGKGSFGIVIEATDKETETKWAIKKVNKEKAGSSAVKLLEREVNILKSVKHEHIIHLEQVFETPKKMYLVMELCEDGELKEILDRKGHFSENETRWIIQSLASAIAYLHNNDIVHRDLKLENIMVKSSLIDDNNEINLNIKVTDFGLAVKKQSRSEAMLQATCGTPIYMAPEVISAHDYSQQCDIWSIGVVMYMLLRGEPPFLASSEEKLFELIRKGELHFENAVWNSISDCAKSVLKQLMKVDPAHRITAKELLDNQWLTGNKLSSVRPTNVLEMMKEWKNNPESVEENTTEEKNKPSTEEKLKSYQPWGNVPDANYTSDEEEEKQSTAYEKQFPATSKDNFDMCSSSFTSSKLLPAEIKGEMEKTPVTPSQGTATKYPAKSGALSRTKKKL
Kir21 block: inhibitors of mouse Kir2.1 inward-rectifier potassium channel | B-score at 10 µM | 0.85% of 310,000 active | P35561 | HEK293-Kir2.1, FluxOR thallium flux fluorescence; hits give low values;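 active = fluorescence ratio B-score at or below minus 3 SD of library scores, with starting-brightness B-score within 2 SD, cut at about -4.2 in these data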;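 also: channel flux triggered by added potassium and thallium sulfate stimulus; B-score of peak minus minimum fluorescence over baseline after thallium stimulus; more negative B-score means stronger Kir2.1 block with less thallium influx; some compounds called inactive have numbers as strong as hits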
Target sequence (P35561 whole entry, looked up): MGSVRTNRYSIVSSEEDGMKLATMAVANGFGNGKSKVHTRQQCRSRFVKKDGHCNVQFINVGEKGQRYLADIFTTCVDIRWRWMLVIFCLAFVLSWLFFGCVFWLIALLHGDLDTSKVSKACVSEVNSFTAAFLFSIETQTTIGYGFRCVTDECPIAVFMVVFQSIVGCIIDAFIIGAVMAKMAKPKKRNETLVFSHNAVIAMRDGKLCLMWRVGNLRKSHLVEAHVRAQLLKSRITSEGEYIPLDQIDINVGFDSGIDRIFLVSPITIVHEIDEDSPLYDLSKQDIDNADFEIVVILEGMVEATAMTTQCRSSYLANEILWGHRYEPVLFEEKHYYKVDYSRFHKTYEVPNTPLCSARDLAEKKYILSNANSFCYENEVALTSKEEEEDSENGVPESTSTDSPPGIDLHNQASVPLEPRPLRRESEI
KCNQ2 block: KCNQ2 potassium channel inhibitors, primary screen, cell-based, CHO-K1, FluxOR thallium flux, B-score (AID 2156); B-score at 10 µM; O88943; 1.1% of 310,000 active; 20 min; hits give low values;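 active = fluorescence ratio B-score at most minus 3 library SDs, with starting brightness B-score within 2 library SDs, cut at about -5.5 in these data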
* hit, by the source's call; i = inactive; . = not tested or not shown. Compounds were not picked by outcome; any-hit rate near 1.9%.

SMILES	STK33 kinase inh	Kir21 block	KCNQ2 block
O=C(CCc1nnc2ccc(N3CCCC3)nn12)Nc1ccc(F)c(F)c1	-3.9	2.3	i
COc1ccc(/C=C/C(=O)c2cccc(-n3cnnn3)c2)cc1O	-0.4	-1.6	i
Cc1cc(C)nc(SCC(=O)Nn2cnnc2)n1	-1.0	0.04	i
O=C(CN1C(=O)/C(=C/c2ccccc2)SC1=S)Nc1cccnc1	-0.3	-0.5	i
Cc1ccc(CNC(=O)C2CCN(S(=O)(=O)c3ccc4c(c3)CC(C)N4C(=O)C3CC3)CC2)cc1 (stereo not given)	0.4	0.69	i
COc1cccc(NC(=O)CN(C)C(=O)c2ccccc2OCC(=O)Nc2cccc(C(F)(F)F)c2)c1	0.6	0.7	i
Cc1cc(C)n(CC(=O)N/N=C/c2ccccn2)n1	-2.7	-1.2	i
COC(=O)CCC(NS(=O)(=O)OCC(Cl)(Cl)Cl)c1ccccc1 (stereo not given)	-0.7	-3.5	i
O=C(O)C1C2C=CC3(CN(C/C=C/c4ccccc4)C(=O)C13)O2 (stereo not given)	-0.8	-0.04	i
CCn1c(=O)c(=O)n(CC)c2cc(S(=O)(=O)Nc3ccc(C)cc3)ccc21	1.5	-1.1	i
Cn1c(=O)c2c(nc(Br)n2CC(=O)c2cccs2)n(C)c1=O	-0.4	-1.1	i
CCOc1cc(C(=S)N2CCCCC2)ccc1OS(=O)(=O)c1ccc(Br)cc1	0.8	0.67	i
COc1ccc(S(=O)(=O)NCCc2cn3nc(C)c(C)nc3n2)cc1	-1.5	0.64	i
CC1(C)CC(=O)c2c(O)cc(OCC(=O)Nc3ccc(CCO)cc3)cc2O1	-0.9	1.3	i
N#Cc1nc(-c2ccccc2F)oc1NCc1cccc2c1OCO2	-1.0	-0.11	i
O=C(CSc1n[nH]c(=O)[nH]c1=O)N1CCCCCC1	-1.5	-0.63	i
NC(=S)N/N=C/c1cccc(Br)c1	2.9	-1.6	i
CC(C)N1CC2=C(OC(N)=C(C#N)C2c2cccnc2)/C(=C/c2cccnc2)C1 (stereo not given)	0.4	0.03	i
CC(=O)N1CCN(c2ncnc3sc(-c4ccccc4)cc23)CC1	3.4	-1.7	i
CC(C)Cc1ccc(/C=C/C(=O)N2CCOCC2)cc1	-0.2	-0.53	i
CC(C)c1cc(-c2cc(-c3ccc(Cl)cc3)on2)nc(NC2CCCC2)n1	-0.6	0.15	i
Cc1ccc(C(=O)Nc2nc3nc(-c4ccccc4)cc(=O)n3[nH]2)cc1	1.1	1.3	i
Nc1cc(N)nc(SCc2cc([N+](=O)[O-])cc3c2OCOC3)n1	-0.8	1.6	i
COc1ccc(CSc2nc3ccccc3c(=O)n2CCCN2CCOCC2)cc1F	0.4	-1.5	i
Cn1cnnc1SCC(=O)Nc1sccc1C#N	0.6	2.4	i
Next section.
SMILES	STK33 kinase inh	Kir21 block	KCNQ2 block
CCc1nnc(NC(=O)CCC(=O)N2CCN(CCOc3ccc(C)cc3)CC2)s1	0.2	1.1	i
CCOP(=O)(OCC)/C(C#N)=C/c1ccc([N+](=O)[O-])cc1	2.2	0.92	i
CC(=O)c1ccc(N2CCC(c3cc(-c4ccc(Cl)cc4Cl)n[nH]3)CC2)c([N+](=O)[O-])c1	-1.0	2	i
CC(=O)c1c(C)[nH]c(C(=O)Nc2nc(-c3ccc(-c4ccccc4)cc3)cs2)c1C	2.2	1.8	-7.6*
COC(=O)C1=C2SCC(=O)N2C(N)=C(C#N)C1	-0.5	0.78	i
O=C(CCCCn1c(=O)[nH]c2ccccc2c1=O)N1CCN(c2ncccn2)CC1	-4.3	0.74	i
COc1cc2c(cc1OC)CN(C1CC(=O)N(c3c(C)cccc3C)C1=O)CC2 (stereo not given)	.	1.2	i
Cc1c(NC(=O)COc2ncnc3c(Cl)cc(Cl)cc23)c(=O)n(-c2ccccc2)n1C	-0.2	0.42	i
Cc1c(C)n(CC(O)CN2CCN(C)CC2)c2ccccc12 (stereo not given)	1.7	0.1	i
CC1=C(C(=O)OCc2ccccc2)C(c2ccccn2)c2c(n(C)c(=O)n(C)c2=O)N1 (stereo not given)	0.3	-0.73	i
CCOC(=O)/C(C#N)=C/Nc1ccccc1OC(F)(F)F	-0.4	0.83	i
Cc1sc(NC(=O)Cc2ccc3c(c2)OCO3)nc1-c1ccc2c(c1)CCN2C(=O)c1cccc(F)c1	.	-0.48	i
Cc1nc2sc(-c3ccccc3)cc2c(=O)n1-n1cccc1	0.6	2.5	i
CCOC(=O)c1ccccc1NC(=O)CN(c1ccccc1)S(=O)(=O)N(C)C	-0.6	-0.01	i
C=CCn1c(=O)c2ccccc2n2c(SCc3c(C(=O)OCC)oc4ccccc34)nnc12	-2.0	-0.47	i
CC(C)(C)c1ccc(NC(=O)CC2(C(F)(F)F)OCCO2)cc1	-1.4	1.2	i
CCc1ccc(S(=O)(=O)NCCc2cn3ccc(C)cc3n2)s1	-2.8	-8.8*	i
O=C1CN(C(=O)CNCc2ccccc2)c2ccccc2N1	-0.9	-0.04	i
CCOc1ccc(NC(=O)C2CCN(S(=O)(=O)c3ccc4c(c3)N(C(C)=O)CCO4)CC2)cc1	0.4	0.53	i
COc1ccccc1OCCNC(=O)C1CC(=O)N(c2cccc(SC)c2)C1 (stereo not given)	.	0.05	i
COC(=O)CN(c1cc(Cl)ccc1OC)S(=O)(=O)c1ccc(OC)c(OC)c1	-2.9	-0.14	i
O=C(CC(Nc1ccc(Cl)cc1Cl)C(=O)O)c1ccccc1 (stereo not given)	-1.5	-0.66	i
CCn1nc(C)c(/C=N\NC(=O)c2cccc(OC)c2)c1C	-0.7	-1.4	i
O=C(NCCCc1ccccc1)C1CCN(c2nnc(-n3cccc3)s2)CC1	-0.2	0.1	i
Cc1cc(C)cc(NC(=O)c2ccc(CNc3c(N4CCOCC4)c(=O)c3=O)cc2)c1	0.6	0.49	i
New compounds follow
SMILES	STK33 kinase inh	Kir21 block	KCNQ2 block
CNC(=O)/C(C#N)=C1\SC(Cc2ccc(F)cc2)C(=O)N1c1ccccc1C (stereo not given)	-2.1	-0.93	i
CCNC(=O)NC1(C(=O)Nc2ccc3c(c2)CCC3)CCCCC1	-1.1	0.76	i
Cc1cc(C)c(C#N)c(SCc2cc3c(cc2Cl)OCO3)n1	-0.2	-0.35	i
O=C(NCc1ccco1)c1ccc(COc2ccc(Cl)cc2)cc1	-1.1	-0.49	i
O=C(C1=C(O)C(=O)N(CCN2CCOCC2)C1c1ccc([N+](=O)[O-])cc1)c1cc2ccccc2o1 (stereo not given)	-2.0	1.4	i
Cc1ccc([N+](=O)[O-])cc1NC(=O)CCSc1ccc(Cl)cc1	-2.0	-0.31	i
O=C(CC1SC(=O)N(c2ccccc2)C1=O)Nc1cccc2ccccc12 (stereo not given)	-0.8	0.09	i
Oc1ccccc1/C=N/N1CCCCC1	-0.9	-0.54	i
CCCOP(=O)(c1ccc(N(C)C)cc1)C(Nc1ccccc1)c1ccc(C)cc1 (stereo not given)	12	-0.1	i
COc1ccc(N/N=C2/CCCCC2=O)cc1	0.5	1.6	i
COC(=O)N/N=C/C1=CCC2CC1C2(C)C (stereo not given)	-2.9	0.34	i
CCN(CC)c1ccc(NC(=O)CSc2ccsc2[N+](=O)[O-])c(C)c1	-0.9	0.36	i
CC(C)c1nc(CN2CCCCC2)cc(=O)[nH]1	0.3	0.73	i
O=c1c2c3c(sc2nc2n1N=C(c1cccs1)CS2)CCCC3	-2.0	1.1	i
CC1=CN2C(=NC(=O)CC2(C)C(=O)N(CC(=O)NC2CCCC2)Cc2ccccc2)C=C1 (stereo not given)	0.4	1.9	i
O=C(Cn1cnc2ccccc2c1=O)NC1CCCc2ccccc21 (stereo not given)	-1.8	1.1	i
CCNc1nc(NC(C)C)nc(Nn2cnnc2)n1	-0.4	-0.3	i
O=C(CCc1ccccc1)Nc1ccccc1C(=O)N1CCOCC1	-1.8	0.25	i
Cc1c(-c2ccncc2)oc2ccc(Br)cc2c1=O	-1.6	-0.18	i
NC(=S)NC1CCS(=O)(=O)C1 (stereo not given)	-0.1	1	i
O=C(O)CSCC(=O)Nc1ccc(C(F)(F)F)cc1	-1.2	-0.04	i
Cc1cc(NC(=O)CN2C(=O)CCSc3ccccc32)no1	-0.4	-0.7	i
Cc1cc2c(cc1S(=O)(=O)N1CCCCC1)OCC(=O)N2	-1.4	1.7	i
CN(C)C(=O)N1CCCC(C(=O)NCc2ccc(F)cc2Cl)C1 (stereo not given)	-0.8	0.78	i
CCOc1ccccc1N(C)S(=O)(=O)c1ccc2c(c1)N(C(C)=O)CCO2	-1.8	-3.3	i

Next section; it opens with the 3 that closed the last part.
SMILES	STK33 kinase inh	Kir21 block	KCNQ2 block
Cc1cc2c(cc1S(=O)(=O)N1CCCCC1)OCC(=O)N2	-1.4	1.7	i
CN(C)C(=O)N1CCCC(C(=O)NCc2ccc(F)cc2Cl)C1 (stereo not given)	-0.8	0.78	i
CCOc1ccccc1N(C)S(=O)(=O)c1ccc2c(c1)N(C(C)=O)CCO2	-1.8	-3.3	i
CCN1CCN(S(=O)(=O)Cc2ccccc2)CC1	0.1	0.42	i
Cc1ccc(NC(=O)C(=O)NCC2CCN(C(=O)c3cccc([N+](=O)[O-])c3)CC2)cc1	-0.6	1.1	i
COc1ccc(-c2ccc3oc(-c4ccc(OC)cc4)c(-c4ccc(OC)cc4)c3c2)cc1	-1.2	-1.9	i
CCOC(=O)c1nn(-c2ccccc2C)c(=O)cc1OCC(=O)Nc1cccc(OC)c1	.	0.76	i
CCC(C)NC(=O)CNC(=O)c1nn(-c2ccc(OC)cc2OC)c(=O)c2ccccc12 (stereo not given)	-0.1	1.6	i
Cn1ccnc1SCC(=O)Nc1ccccc1	-1.8	0.26	i
COCCN1Cc2cccc(C(=O)NC(C)c3cccs3)c2C1=O (stereo not given)	0.3	-2	i
COc1cc2c(cc1OC)-c1c(OC)c(OC)cc3ccnc(c13)C2=O	7.9	1.6	i
CCCc1cc(=O)[nH]c(SCC(=O)N2CCN(c3ccccc3)CC2)n1	0.6	-0.63	i
COc1ccc(NC(=O)CC2Oc3ccccc3NC2=O)c(OC)c1 (stereo not given)	-3.3	-1.7	i
Cc1ccc(S(=O)(=O)NCCc2ccc(S(N)(=O)=O)cc2)cc1	0.5	0.24	i
CCN(Cc1cc2cc(OC)ccc2[nH]c1=O)C(=O)Cc1ccc(OC)cc1	1.1	0.82	i
CCOC(=O)NC(=O)/C(C#N)=N\Nc1cccc(OC)c1	-0.8	2.4	i
CCC(C(=O)Nc1ccc(C)cc1)c1ccccc1 (stereo not given)	-0.2	0.35	i
Cc1cccc(NC(=O)C2CC3CCC2C3)c1C (stereo not given)	-4.8	0.13	i
CCOc1ccc(-c2nc(-c3cccs3)c(CC(=O)O)s2)cc1OC	0.0	-0.37	i
CCOC(=O)c1nnn(-c2nonc2N)c1-c1ccc(C)cc1	0.2	0.25	i
CC(=O)c1cn(CC(=O)Nc2ccc(C)c(C)c2)c2ccccc12	1.5	0.18	i
CN(CC(=O)Nc1cccc(F)c1)C(=O)c1ccc(COc2ccccc2)cc1	-0.6	-0.74	i
O=C(CCN1C(=O)C2C3C=CC(C3)C2C1=O)N1CCN(c2ccccc2F)CC1 (stereo not given)	1.4	-1.1	i
CN(C)Cc1c(O)ccc2c(=O)c(-c3ccccc3)c(C(F)(F)F)oc12	-0.3	-0.11	i
O=C(CSc1nnc(-c2ccccn2)n1-c1ccccc1)Nc1ccc2c(c1)OCO2	-2.0	-1.8	i
CCOc1ccc2nc(Cl)c(C3CC(c4ccco4)=NN3S(C)(=O)=O)cc2c1 (stereo not given)	0.2	0.64	i
CN(C)c1ccc(C(=O)N2CCCC2)cc1	0.7	-0.15	i
Cc1ccc(CNC(=O)c2nnn(CC(=O)Nc3cc(C)cc(C)c3)c2N)cc1	-2.2	-0.15	i

Another view of part of the listing above:
Molecule: COc1ccc(NC(=O)CC2Oc3ccccc3NC2=O)c(OC)c1 (stereo not given)
  STK33 kinase inh: -3.3 | Kir21 block: -1.7 | KCNQ2 block: i
Molecule: Cc1ccc(S(=O)(=O)NCCc2ccc(S(N)(=O)=O)cc2)cc1
  STK33 kinase inh: 0.5 | Kir21 block: 0.24 | KCNQ2 block: i
Molecule: CCN(Cc1cc2cc(OC)ccc2[nH]c1=O)C(=O)Cc1ccc(OC)cc1
  STK33 kinase inh: 1.1 | Kir21 block: 0.82 | KCNQ2 block: i
Molecule: CCOC(=O)NC(=O)/C(C#N)=N\Nc1cccc(OC)c1
  STK33 kinase inh: -0.8 | Kir21 block: 2.4 | KCNQ2 block: i

New compounds follow.
SMILES	STK33 kinase inh	Kir21 block	KCNQ2 block
CCCOC(=O)c1ccc(NS(=O)(=O)c2cccs2)cc1	-0.9	0.53	i
CC(C)c1ccc(/C=C2\SC(=S)N(CCC(=O)N3CCCCC3CCO)C2=O)cc1 (stereo not given)	-1.5	-1.1	i
COc1cc(-c2noc(CCC(=O)Nc3cccnc3)n2)cc(OC)c1OC	-2.3	0.39	i
COC(CNC(=O)c1cc(S(=O)(=O)N2CCc3ccccc32)ccc1F)OC	-2.3	0.8	i
O=C(CC1SC(N2CCCCC2)=NC1=O)Nc1cccc(C(=O)O)c1 (stereo not given)	-2.2	0.19	i
CCOC(=O)C(C#N)C(Cc1ccccc1)c1ccco1 (stereo not given)	0.4	-4.7*	i
O=C1/C(=C\c2ccncc2)CCc2ccccc21	4.0	1	i
O=C(CSC1=NCCS1)Nc1cccc2ccccc12	-0.8	-0.51	i

Compound activity deposited in PubChem BioAssay by several laboratories.
